POLK inh: qHTS for Inhibitors of Polymerase Kappa; Potency, µM (series often up to 107 µM), inactives show top-dose activity, negative = inhibition, usual class: inhibitors; DNA polymerase kappa (Homo sapiens), Q9UBT6; 400,000 compounds, 0.53% hits; purified Pol kappa, fluorescent DNA synthesis assay, 10 min; note: potency is the fitted concentration of half-maximal effect; % is set by controls: 0 for no effect and ±100 for the full control effect
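Kinetic fluorescence screen: compound preincubated 15 min RT with 10 nM enzyme; 50 nM substrate (final) initiates; reads at 0/10 min.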
BLM inh: qHTS Assay for Inhibitors of Bloom's syndrome helicase (BLM); RecQ-like DNA helicase BLM (Homo sapiens), P54132; Potency, µM (titrated, usually from 56.1 µM), for inactives: top-dose activity change, negative = inhibition, usual class: inhibitors; recombinant BLM DNA unwinding, fluorescence dequenching; 350,000 compounds, 0.2% hits;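 note: potency is the fitted concentration of half-maximal effect; plate controls were vehicle for no effect and no enzyme for full effect; nearly all actives have a fitted effect of over 35% in size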
Anesthetic bind: qHTS Assay for Identification of Novel General Anesthetics; Ferritin light chain (Equus caballus), P02791; apoferritin/1-aminoanthracene competitive binding, fluorescence; Potency, µM (series often up to 77.5 µM), without a hit: top-dose activity change, negative = displacement, actives largely listed as inhibitors; 350,000 compounds, 0.074% hits; note: potency is the fitted concentration of half-maximal effect; % is set by controls: 0 for no effect and ±100 for the full control effect; nearly all actives have a fitted effect of over 20% in size
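Steps: apoferritin (10 uM) was premixed with half-saturated 1-AMA in PBS, compounds were pin-transferred, plates stood 10 min at room temperature, fluorescence was read at 380/535 nm, and curves were fitted with a Hill equation.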
POLB inh: qHTS Assay for Inhibitors of DNA Polymerase Beta. 340,000 compounds, 1.3% hits. Pol beta primer extension/strand displacement, fluorescence kinetic. P06746. Potency, µM (highest dose often 114 µM), for the others: at the top dose activity change, negative = inhibition, actives largely listed as inhibitors; note: potency is the fitted concentration of half-maximal effect; % is set by controls: 0 for no effect and ±100 for the full control effect
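10 nM enzyme + cpd, 15 min RT; start with substrate 50 nM final; read 0 min and after 10 min RT. Corrected, normalized data; 4-parameter Hill curve fit.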
Pol iota inh: qHTS for Inhibitors of Polymerase Iota; Pol iota fluorescent replication assay, 10 min; Potency, µM (highest dose often 115 µM), for inactives: top-dose activity, negative = inhibition, most hits filed as inhibitors; 390,000 compounds, 1% hits; note: potency is the fitted concentration of half-maximal effect
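Fluorescent replication assay read twice, at 0 min and 10 min after adding 50 nM (final) substrate. Enzyme (10 nM) and compounds were first incubated 15 min at room temperature; enzyme-free buffer wells were negative controls.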
POLH inh: qHTS for Inhibitors of Polymerase Eta | recombinant Pol eta, fluorescent DNA replication assay | Potency, µM (series often up to 114 µM), for the others: at the highest dose activity change, negative = inhibition, actives largely listed as inhibitors | 390,000 compounds, 1.2% hits; note: potency is the fitted concentration of half-maximal effect; % is set by controls: 0 for no effect and ±100 for the full control effect
Target sequence (Q9Y253 whole entry, looked up): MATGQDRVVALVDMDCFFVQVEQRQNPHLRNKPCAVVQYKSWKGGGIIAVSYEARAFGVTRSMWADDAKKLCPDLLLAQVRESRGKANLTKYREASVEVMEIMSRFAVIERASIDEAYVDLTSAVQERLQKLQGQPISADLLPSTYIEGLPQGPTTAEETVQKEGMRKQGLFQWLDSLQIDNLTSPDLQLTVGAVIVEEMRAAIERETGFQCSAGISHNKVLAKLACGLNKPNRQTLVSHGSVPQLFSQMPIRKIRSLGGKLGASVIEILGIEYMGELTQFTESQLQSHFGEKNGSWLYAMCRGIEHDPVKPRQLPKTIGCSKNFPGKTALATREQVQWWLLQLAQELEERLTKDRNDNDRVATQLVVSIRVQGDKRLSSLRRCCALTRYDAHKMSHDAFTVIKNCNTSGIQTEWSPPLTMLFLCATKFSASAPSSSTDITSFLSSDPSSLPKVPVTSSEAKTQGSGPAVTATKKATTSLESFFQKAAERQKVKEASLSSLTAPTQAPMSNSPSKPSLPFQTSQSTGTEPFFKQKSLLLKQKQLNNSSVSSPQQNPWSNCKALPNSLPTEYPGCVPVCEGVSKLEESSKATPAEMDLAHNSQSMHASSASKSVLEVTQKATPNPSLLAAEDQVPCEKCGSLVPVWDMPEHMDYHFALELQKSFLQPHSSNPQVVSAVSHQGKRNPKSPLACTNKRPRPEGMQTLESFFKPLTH
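Pol eta at 10 nM preincubated with compounds 15 min at room temperature; reaction started with fluorescent substrate (50 nM final) and read kinetically at 0 and 10 min.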
GRP78 ERSR act: qHTS for Inducers of the Endoplasmic Reticulum Stress Response (ERSR) in Human Glioma: qHTS; U87-MG GRP78 promoter luciferase reporter, 16 h; Potency, µM, inactives show at the highest dose activation, actives largely listed as activators; 420,000 compounds, 0.02% hits; AID 602332, 2012; note: potency is the fitted concentration of half-maximal effect; series mostly up to about 76 µM; % of control where 0% means no effect; nearly all actives have a fitted effect of over 35% in size
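Stably transfected U87-MG glioma cells carrying a GRP78-based luciferase sensor; 16 h compound incubation. Luminescence end-point read 10 min after Bright-Glo addition at room temperature.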
LDHA block: qHTS assay for inhibitors of human lactate dehydrogenase | L-lactate dehydrogenase A chain (Homo sapiens), P00338 | purified LDHA, NADH/diaphorase-resazurin fluorescence; active compounds read low | activity change, % (values are at about 110 or 230 µM) | 480,000 compounds, 0.15% hits; in the data active = activity change below about -30%; inconclusive = mostly about -25% to -30%;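 note: plate controls were DMSO wells for no effect and wells without enzyme for full effect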
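Resorufin fluorescence (ex540/em590), read at 0 and 20 min after diaphorase/resazurin addition, reports the NADH left after a 5 min room-temperature reaction of 2 nM human LDH5 with 0.06 mM NADH and 0.2 mM pyruvate.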
APEX1 inh: qHTS Assay for Inhibitors of the Human Apurinic/apyrimidinic Endonuclease 1 (APE1); recombinant APE1, TAMRA/BHQ-2 abasic DNA cleavage fluorescence; DNA repair nuclease/redox regulator APEX1 (Homo sapiens), P27695; Potency, µM (top dose mostly 65.8 µM), without a hit: top-dose activity change, negative = inhibition, hits mostly inhibitors; 350,000 compounds, 0.35% hits;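 note: potency is the fitted concentration of half-maximal effect; plate controls were vehicle for no effect and reference inhibitor for full effect; nearly all actives have a fitted effect of over 55% in size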
Target sequence (P27695 whole entry, looked up): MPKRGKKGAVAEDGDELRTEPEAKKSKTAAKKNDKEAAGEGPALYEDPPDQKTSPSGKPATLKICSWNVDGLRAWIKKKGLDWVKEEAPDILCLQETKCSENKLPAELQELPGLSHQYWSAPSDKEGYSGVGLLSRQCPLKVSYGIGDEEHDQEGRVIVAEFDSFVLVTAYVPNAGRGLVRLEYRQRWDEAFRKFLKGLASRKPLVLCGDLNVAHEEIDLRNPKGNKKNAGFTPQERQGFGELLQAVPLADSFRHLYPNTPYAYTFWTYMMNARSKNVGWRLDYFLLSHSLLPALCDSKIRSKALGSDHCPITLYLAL
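Substrate: short duplex with […] THF abasic site, 5'-TAMRA and 3'-BHQ-2, 50 nM final. APE1 at 0.75 nM, preincubated 15 min RT with compound. Fluorescence increase from first to third read measured activity.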
Active calls of the source: *; ? = inconclusive; / = not tested or not shown; & = joins results of further samples; [ ] = dose if it differs, or a comment. Unless noted, calls come from the whole dose curve; as a rule, active = well fitted curve in the direction sought with a large enough effect; inconclusive = small, poorly fitted or top-dose-only effect, or another doubt; inactive = no such curve, though single readings can be large; an effect the other way counts as inactive or inconclusive.

SMILES	POLK inh	BLM inh	Anesthetic bind	POLB inh	Pol iota inh	POLH inh	GRP78 ERSR act	LDHA block	APEX1 inh
O=C(CN1c2cccc3cccc(c23)S1(=O)=O)N1CCN(c2ccc(F)cc2)CC1	-15%	/	/	/	45%[activator]	?	0%	4	-18%
Cc1cccc(C(=O)NCC(=O)N2CCN(c3ccccn3)CC2)c1	-7%	/	/	/	14%	-16%	3%	-13	8%
CCN(C(=O)CN(C)S(=O)(=O)c1ccc2c(c1)n(C)c(=O)c(=O)n2C)c1cccc(C)c1	-18%	-4%	-22%	-2%	38%[activator]	-16%	-6%	2	/
COc1cccc(C2CC(c3cccc(Br)c3)n3nc(N)nc3N2)c1 (stereo unspecified)	15%	0%	-11%	5%	25%	-15%	-7%	1	-3%
CCCCNc1nc2c(c(=O)n(Cc3ccc(Cl)c(Cl)c3)c(=O)n2C)n1C	-3%	-10%	?	-24%	19%	?	3%	-2	/
O=C(Nc1ccc(CN2CCOCC2)cc1)c1ccc(-c2ccc(Cl)cc2Cl)o1	7%	1%	?	?	44%[activator]	-21%	-2%	2	-7%
Cc1cc(Nc2ncc(Cl)cc2Cl)n[nH]1	-2%	-2%	?	13%	13%	-3%	5%	-1	0%
COCCC(=O)N1CCC(Oc2ccc(C(=O)NCCc3cn[nH]c3)cc2)CC1	-4%	-2%	-1%	-1%	4%	10%	-3%	-5	11%
C[C@H](CO)N1C[C@H](C)[C@@H](CN(C)C(=O)Nc2ccc(C(F)(F)F)cc2)Oc2ccc(NC(=O)CCC(F)(F)F)cc2C1=O	-5%	/	/	/	-15%	-16%	-5%	-1	-3%
COc1ccc2[nH]cc(CCN3C(=O)CCC3=O)c2c1	-3%	-2%	-3%	7%	21%	-18%	-10%	-5	21%
CCOc1ccc(OCC)c(NC(=O)C2CCCN(c3ncccn3)C2)c1 (stereo unspecified)	-10%	-5%	5%	-14%	-6%	-8%	-4%	-5	-2%
CCCc1nc2scc(-c3ccc(C)cc3)c2c(=O)n1N	-5%	-3%	-7%	0%	10%	-11%	3%	-6	?
CCCCCC(=O)Nc1cccc(-c2nc3ncccc3o2)c1	-11%	-3%	-22%	11%	67%	-2%	1%	0	2%
CCCCCCCC/C=C\CCCCCCCCCCCC(=O)O	11µM*	-14%	-20%	/	/	/	4%	/	-10%
COc1ccc(CNC(=O)c2ccc(CS(=O)c3ccccc3)o2)cc1 (stereo unspecified)	15%	1%	-14%	?	13%	-12%	-3%	-1	88%[activator]
Cc1ccc(C(=O)NC(=S)NCC2CCCO2)cc1Br (stereo unspecified)	?	0%	3%	16%	?	-18%	1%	-8	19%
CCC(=O)Nc1cccc(-c2nc3cc(C)ccc3o2)c1	-6%[60.1 µM]	-1%	-3%	-23%	9%	-10%	-4%	-23&-2	/
COc1ccccc1S(=O)(=O)Cc1ccc(C(=O)NCC(OC)OC)o1	-2%	-5%	4%	12%	23%	-12%	-3%	-1	25%
O=C(CN1C(=O)c2ccccc2C1=O)OC(C(=O)c1ccc(Cl)cc1)c1ccccc1 (stereo unspecified)	-2%	-4%	?	12%	12%	-4%	-3%	-3	0%
Cc1nn(CC(=O)Nc2ccc(N3CCOCC3)cc2)c(C)c1Cl	-11%	-2%	-7%	-3%	16%	-15%	-3%	1	11%
Cc1cc(C)cc(NC(=O)Nc2ccccc2OCc2cc(=O)n3ccccc3n2)c1	-7%[60.1 µM]	-6%	1%	3%	4%	-7%	-2%	-8	/
CCOCCc1nn2c(=O)cc(COC(=O)COc3ccccc3Cl)nc2s1	15%	-1%	?	30%	11%	6%	-2%	-2	/
Cn1c(CNC(=O)OC(C)(C)C)n[nH]c1=S	-5%	-9%	-14%	8%	16%	-3%	-1%	-3	2%
C=CCNC(=O)/C(C#N)=C/c1ccccc1[N+](=O)[O-]	-2%	6%	-1%	36%	46%[activator]	-10%	3%	7	15%

Some of the entries above in another layout:
| smiles | POLK inh | BLM inh | Anesthetic bind | POLB inh | Pol iota inh | POLH inh | GRP78 ERSR act | LDHA block | APEX1 inh |
| --- | --- | --- | --- | --- | --- | --- | --- | --- | --- |
| Cc1ccc(C(=O)NC(=S)NCC2CCCO2)cc1Br (stereo unspecified) | ? | 0% | 3% | 16% | ? | -18% | 1% | -8 | 19% |
| CCC(=O)Nc1cccc(-c2nc3cc(C)ccc3o2)c1 | -6%[60.1 µM] | -1% | -3% | -23% | 9% | -10% | -4% | -23&-2 | / |
| COc1ccccc1S(=O)(=O)Cc1ccc(C(=O)NCC(OC)OC)o1 | -2% | -5% | 4% | 12% | 23% | -12% | -3% | -1 | 25% |
| O=C(CN1C(=O)c2ccccc2C1=O)OC(C(=O)c1ccc(Cl)cc1)c1ccccc1 (stereo unspecified) | -2% | -4% | ? | 12% | 12% | -4% | -3% | -3 | 0% |
| Cc1nn(CC(=O)Nc2ccc(N3CCOCC3)cc2)c(C)c1Cl | -11% | -2% | -7% | -3% | 16% | -15% | -3% | 1 | 11% |
| Cc1cc(C)cc(NC(=O)Nc2ccccc2OCc2cc(=O)n3ccccc3n2)c1 | -7%[60.1 µM] | -6% | 1% | 3% | 4% | -7% | -2% | -8 | / |

Further structures follow.
SMILES	POLK inh	BLM inh	Anesthetic bind	POLB inh	Pol iota inh	POLH inh	GRP78 ERSR act	LDHA block	APEX1 inh
O=C(N/N=C/c1cn(Cc2cccc(F)c2)c2ccccc12)c1cc(O)cc(O)c1	7.1µM*	-1%	-16%	1.4µM*	?	1.6µM*	?	0	1.5µM*
Cn1c(=O)n(C)c2cc(NC(=O)COc3ccc(Cl)cc3)ccc21	-22%	-7%	-9%	27%	29%	-12%	-3%	-3	-6%
CC(NC(=O)CCc1nc2cc(S(=O)(=O)N3CCOCC3)ccc2n1C)c1ccc(S(N)(=O)=O)cc1 (stereo unspecified)	-11%	-3%	-6%	-1%	16%	-9%	-1%	0	1%
Cc1ccc(CCNC(=O)c2c(C)nn(-c3ccc(F)cc3)c2-n2cccc2)cc1	-12%	-6%	4%	-22%	6%	-30%	-6%	3	/
CCOc1cc(C2NC(=O)c3c(sc4c3CCN(C)C4)N2)ccc1OC(=O)c1ccc(Br)cc1 (stereo unspecified)	-6%	-4%	-2%	20%	13%	-9%	-2%	-7	/
COCCCNC(=O)c1c(NC(=O)c2cc(=O)c3ccccc3o2)sc2c1CCCC2	12%	0%	-11%	2%	28%	-18%	-4%	2	/
Cc1ccc(S(=O)(=O)Nc2ccncc2)c(C)c1N(C)S(=O)(=O)c1ccc(Cl)cc1	-17%	2%	-3%	-1%	10%	-12%	2%	0	8%
COc1cccc(OC2OC3COC(C)(C)OC3C(O)C2NC(C)=O)c1 (stereo unspecified)	22%	-1%	0%	20%	26%	-17%	-2%	-7	0%
Cc1ccccc1C(=O)NC(=S)N(Cc1ccccc1)c1ccccn1	5%	/	/	/	?	-17%	2%	-4	-6%
C=CCNC(=O)/C(C#N)=C/c1ccc(OS(=O)(=O)c2ccc(C)cc2)c(OC)c1	-3%	-7%	-6%	-1%	4%	-16%	-11%	-8	15%
CCOc1cc(NC(=O)c2cccs2)c(OCC)cc1NC(=O)CCC(=O)NCc1ccccn1	8%	-1%	-11%	21%	6%	-8%	-4%	-2	3%
CCN(CC)Cc1ccccc1Sc1ccccc1	-3%	-9%	-3%	-10%	15%	-23%	-2%	-5	5%
CC1(C)CC(=O)C=C(N=CC2=C(O)CC(C)(C)CC2=O)C1	-5%	-4%	-6%	-20%	-9%	-16%	0%	-3	-4%
O=C(COC(=O)Cc1c(F)cccc1Cl)Nc1nnc(-c2ccccc2)o1	-3%	/	/	/	24%	-19%	-3%	0	12%
CN(C)c1cccc(NC2=CC(=[N+]3CCOCC3)CC(C)(C)C2)c1	-12%	1%	-1%	4%	14%	7%	-3%	-4	-4%
CC1CCN(S(=O)(=O)c2ccc(C(=O)NCc3cccnc3)cc2)CC1	-7%	0%	-6%	1%	140%[activator]	?	-5%	-1	-2%
CCOC(=O)NNC(=S)Nc1c(C)n(C)n(-c2ccccc2)c1=O	-16%	-1%	2%	-14%	61%[activator]	-26%	-6%	-5	5%
O=C(CSc1nc(COc2ccccc2)nc2ccccc12)NC1CCCC1	-2%	-5%	-3%	-1%	?	-12%	0%	-4	5%
COc1ccc(CNC(=O)c2ccc[nH]2)cc1Cl	-7%	-3%	-5%	0%	85%[activator]	-10%	-1%	-5	3%
COC(=O)c1ccccc1S(=O)(=O)N1CCC(C(=O)OC(C)C(=O)Nc2ccc(NC(C)=O)cc2)CC1 (stereo unspecified)	-2%	-2%	-9%	24%	11%	-1%	-2%	-2	-13%
CCN(CC)C(=O)c1sc2nc(-c3ccccn3)[nH]c(=O)c2c1C	10%	/	/	/	31%[activator]	-14%	3%	9	/
COc1cccc(NC2=Nc3cccc4cccc2c34)c1	-9%	0%	?	-9%	32%[activator]	-28%	1%	3	-2%
NC(=O)c1ccc(-c2csnn2)cc1	1%	0%	7%	-15%	154%[activator]	-9%	-4%	-5	5%

Screens from PubChem.

Not all compounds are listed. The share of hits here may be higher or lower than overall.
